# TNAP activators: stimulation of alkaline phosphatase TNAP activity – biochemical, luminescent, no phosphate acceptor, uHTS, primary screen (AID 1001) | purified TNAP, luminescent activation assay, no phosphate acceptor; higher activation fold means a stronger effect | activation fold at 20 µM, or EC50 in µM where a hit was titrated | actives 0.03% (n = 200,000); in the data active = activation fold from about 3, or a potency from the dose series; inactive = the rest, 99 in 100 with activation fold below about 1.6; note: many of its hits are not listed in these tables
# human PMI inhibition: MPI enzyme activity inhibition – biochemical, fluorescence intensity, coupled assay, primary screen (AID 1209); purified PMI enzyme, coupled fluorescence intensity; higher % means a stronger effect; actives 0.42% (n = 190,000); inhibition, % at 20 µM, or IC50 in µM where a hit was titrated; in the data active = inhibition above about 50%;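 note: plate controls were DMSO vehicle for no effect and wells lacking substrate for full effect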
# Hep lipid drop: modulators of hepatic lipid droplet formation; AML12 mouse hepatocytes, oleate lipid droplets, BODIPY imaging; inhibition, % at 6.5 µM; actives 0.4% (n = 240,000);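 active = lipid droplet intensity inhibited by at least 50%, with more than 500 cells counted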
#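 Test system: AML12 mouse liver cells; schedule: overnight exposure; technique: high-content imaging of BODIPY-stained droplets and DAPI nuclei; read-out: % inhibition of corrected integrated BODIPY droplet signal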
# T cell HTS: T cell immune modulation candidate; 2C CD8+ T cell-vesicle binding, flow cytometry; active compounds read low; calls only at 7 µM; actives 0.068% (n = 330,000); AID 2052;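 active = response, share of CD8 T cells binding vesicles, and their 90th percentile fluorescence all below set limits, cut at about 80% in these data, passing the limit was not always enough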
#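 Assay system – 2C mouse CD8+ T cells · Also added – QL9-loaded Drosophila micro-vesicles · Timing – Cell–vesicle co-incubation 1.5 h at 37 °C, staining 20 min on ice · Signal – flow cytometry of vesicle-bound cells · Measure – percent CD8+ FL2 mean versus row control · Controls – Peptide-free naked vesicles (low) and QL9 vesicles with 0.7% DMSO vehicle (high)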
# Dynein transport: dynein cargo transport inhibition | 3617.4 mouse cells, GR-EGFP nuclear translocation imaging; test concentration mostly 20 µM; stimulated with dexamethasone, 1 µM; active compounds read low | z-score, hits read low | actives 0.47% (n = 220,000);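 active = plate z-score of nuclear minus cytoplasmic receptor signal below a set negative limit, without overly bright fluorescence or cell loss, cut at about -3.5 in these data, passing the limit was not always enough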;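 note: z-score of nuclear minus cytoplasmic ring GR-EGFP intensity difference per well; some compounds called inactive have numbers as strong as hits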
#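 Buffer or medium: tet-free, stripped-serum medium; reagent: dexamethasone at 1.0 µM final, 30 min; incubation: 48 h induction, 1 h compound, 30 min dex at 37 °C; measured by: formaldehyde fixation, Hoechst nuclear stain, 10x automated fluorescence imaging; read-out: nuclear-to-cytoplasmic GR-EGFP distribution per well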
# MT stabilize HCS: microtubule stabilization, imaging screen. % tubulin-high responders, % at 10 µM. actives 0.83% (n = 200,000). HeLa tubulin immunostaining HCS, 24 h; share of cells brighter than vehicle mean+2SD;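 active = plate Z-score above 3 for both tubulin-high and condensed-nucleus cell shares, with cell loss under 80%, at 10 µM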;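 note: anti alpha tubulin signal scored within the nucleus-defined area of each cell; some results filed as inactive read as strong as hits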
# Myeloid diff 2: myeloid differentiation induction; ER-HoxA9 myeloid progenitors, lysozyme-GFP differentiation, flow cytometry; actives 1% (n = 360,000); calls only at 10 µM;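 active = normalized GFP-positive differentiation at or above the plate's own cutoff, the solvent-only control mean plus 3 SD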;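 note: cells exposed to compound for four days before flow analysis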
# bCat nuc transl: beta-catenin nuclear translocation modulation; AID 1665; actives 0.3% (n = 190,000); nuclear translocation activity, % at 5 µM; HeLa beta-catenin nuclear translocation, immunofluorescence imaging;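 active = nuclear translocation activity above 50% at 5 µM, with a well cell count of 50 or more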;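 note: per-cell ratio of nuclear to cytoplasmic median beta-catenin stain intensity; plate controls were DMSO negative control for no effect and GSK-3 inhibitor IX positive control for full effect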
#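 Test system: human HeLa cells, endogenous beta-catenin. Times: 24 h compound exposure, 37°C. Measured by: beta-catenin immunofluorescence imaging with DAPI.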
# Ins promoter up: MIN6 insulin promoter up-regulation; MIN6 insulin promoter-GFP reporter, high-content imaging; active compounds read high; z-score at 5 µM; actives 0.3% (n = 190,000); AID 1625;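 active = z-score above 3 at 5 µM with at least 500 cells counted in the well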
# Dynein transport cytoplasmic EGFP: also measured in Dynein transport; calls as there; z-score; measured here: cytoplasmic GR-EGFP intensity; active compounds read high
# Dynein transport nuclear GR-EGFP: recorded beside Dynein transport, whose call it bears; z-score; measured here: nuclear GR-EGFP intensity;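 lower value marks the stronger effect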
# Dynein transport cell count: recorded beside Dynein transport, whose call it bears; z-score; measured here: cell count per field
# Ins promoter up cell count: recorded beside Ins promoter up, whose call it bears; cell count; measured here: cytotoxicity, nuclei count;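 total cells summed across four imaged fields per well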
# Hep lipid drop cells 6.5 µM: second read-out of Hep lipid drop, no call of its own (marks repeat the call); cell count; measured here: cell count, cytotoxicity flag;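 cells counted across two imaged fields per well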
# bCat nuc transl cell count 5 µM: recorded beside bCat nuc transl, whose call it bears; cell count; measured here: cell count, cytotoxicity flag
# T cell HTS vesicle-bound %: recorded beside T cell HTS, whose call it bears; double positive events, %; measured here: CD8+ vesicle-bound cell fraction;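 binding gate set so that unloaded-vesicle control wells show 10% double positive cells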
# MT stabilize HCS Hoechst-high %: further read-out of MT stabilize HCS, marked with its call; % Hoechst-high responders; measured here: nuclear condensation Hoechst responders;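 share of cells brighter than vehicle mean plus two SD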
# MT stabilize HCS cytotoxicity %: recorded beside MT stabilize HCS, whose call it bears; toxicity, %; measured here: cytotoxicity by cell density;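 0% = mean cell density of plate MIN control wells and 100% = no cells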
# Myeloid diff 2 GFP+ MAC1+ %: second read-out of Myeloid diff 2, no call of its own (marks repeat the call); GFP+ MAC1+ double positive, %; measured here: differentiation confirmed by MAC1 staining
# * hit, by the source's call; i = inactive; x = not tested or not shown.
SMILES,TNAP activators,human PMI inhibition,Hep lipid drop,Hep lipid drop cells 6.5 µM,T cell HTS,T cell HTS vesicle-bound %,Dynein transport,Dynein transport cytoplasmic EGFP,Dynein transport nuclear GR-EGFP,Dynein transport cell count,MT stabilize HCS,MT stabilize HCS Hoechst-high %,MT stabilize HCS cytotoxicity %,Myeloid diff 2,Myeloid diff 2 GFP+ MAC1+ %,bCat nuc transl,bCat nuc transl cell count 5 µM,Ins promoter up,Ins promoter up cell count
Cc1ccc(CNC(=O)CCS(=O)(=O)c2ccc(Br)s2)o1,1.1,-7%,21,724,i,8,-0.54,-0.17,0.26,-0.28,3.2,2.2,9.5,i,7.7,x,x,0.08,1288
CCN1CCN(C(=O)C2=C(C(=O)O)CCCC2)CC1,1,2%,x,x,i,30,-0.5,-0.2,0.16,0.004,3.6,2.1,10,i,1.3,-3.7,1175,-0.18,1020
COc1ccc(N(CC(=O)NCC2CCCO2)S(=O)(=O)c2c(C)noc2C)cc1 (stereo not drawn),1,-9%,x,x,i,20,-1.2,-0.28,-0.52,0.83,3.7,1.9,11,i,1.1,0.3,1320,-0.27,1604
Cc1cccc(Cn2c(C)nc3c(N)c(C)c(C)cc32)c1,1.1,16%,x,x,i,45,-0.051,-0.37,0.013,0.78,4.3,3.0,3.6,i,0.6,2.4,1007,-0.18,1107
COC1CCCCC1Nc1cc(C)ccc1C (stereo not drawn),1.1,17%,13,774,i,45,-0.012,-0.18,0.2,-0.37,2.9,1.4,11,i,12,1.1,998,0.35,1605
CCC(=O)Nc1cccc(C2=NOC3(C2)C[C@@H](C(N)=O)N(C(=O)CC(c2ccccc2)c2ccccc2)C3)c1 (stereo partly drawn),x,x,-3,730,i,21,-0.22,-0.7,-0.14,0.18,x,x,x,i,2.0,-0.2,1205,-0.43,987
O=C(Cn1c(=O)n(-c2ccccc2)c(=O)c2oc3ccccc3c21)Nc1ccccc1,1.1,3%,-2,664,i,49,0.22,-0.21,0.61,-1.2,4.8,1.7,4.6,i,0.6,-1.0,1136,-0.16,1520
Cc1cc(C)nc(OC(=O)c2c(Cl)cc(Cl)cc2Cl)n1,1.1,7%,0,711,i,21,-1.3,-0.28,-0.66,1,4.6,1.0,9.0,i,0.2,0.5,1573,x,x
N#CC1=C(Nc2ccccc2)SC=C(c2ccccc2)N=C1N1CCOCC1,1,11%,x,x,x,x,0.21,-0.15,-0.045,0.82,1.4,0.8,5.3,i,0.9,x,x,1.3,967
CCNC(=O)c1ccc(NS(=O)(=O)c2ccccc2)cc1,1.1,14%,-25,703,i,30,1.3,-0.26,1,-1.3,3.1,1.5,24,i,5.5,x,x,-0.04,1247
CC(=O)N/C(=C\c1ccc2c(c1)OCO2)C(=O)NC(C(=O)O)c1ccccc1 (stereo not drawn),x,x,37,740,i,33,0.51,-0.25,0.78,0.26,x,x,x,i,0.4,1.0,1275,x,x
CC(NC(=O)/C=C/c1ccco1)c1nc2ccccc2n1Cc1ccccc1F (stereo not drawn),1.1,-3%,1,628,i,47,0.03,-0.099,0.088,-0.13,2.6,1.4,2.6,i,0.0,-4.2,567,0.32,1391
COc1ccc(C2C=C(c3ccccc3)Nc3ncnn32)cc1 (stereo not drawn),1,-40%,-3,679,i,39,-1,-0.21,-0.32,0.72,1.3,0.9,1.8,i,1.1,x,x,0.06,1177
Cc1cccc(C)c1N(CC(=O)N1CCN(C)CC1)S(C)(=O)=O,1.1,0%,0,759,i,27,1.2,-0.22,0.89,-0.34,8.1,15,98,i,0.6,0.7,1138,-0.35,1293
Oc1ccc(Oc2ncc(Cl)cc2Cl)cc1,1.1,8%,3,647,i,22,0.27,-0.27,0.27,0.74,2.5,1.9,5.3,i,2.4,-1.3,1049,0.46,1323
Cn1c(SCC(=O)NC(C)(C)C)nc(O)cc1=O,1.2,6%,x,x,i,22,0.041,0.32,-0.2,0.59,2.9,3.0,16,i,2.8,-1.1,1185,-0.74,1387
CCOc1ccc(NC(=O)c2ccc(S(=O)(=O)N(C)C)cc2)cc1,1.1,4%,-1,636,i,42,0.039,-0.22,0.25,0.73,1.9,2.4,4.1,i,2.0,-1.2,1074,0.08,1672
C=CCCc1ccc(C#N)c(SCc2c(C(=O)OCC)c3cc(OC(C)=O)c(Br)cc3n2C)n1,0.9,-1%,2,661,i,42,-0.96,-0.045,-0.67,-0.099,3.6,0.9,3.8,x,x,-2.8,1064,0.39,1356
CC1(C)OC(=O)N2CCc3ccccc3C21C (stereo not drawn),1.1,-3%,-4,721,i,30,0.36,0.94,0.28,0.64,2.9,1.8,2.2,i,0.7,6.0,542,x,x
COc1nc(Nc2cccc([N+](=O)[O-])c2)nc(OC)n1,1.1,11%,9,682,i,63,0.074,-0.16,0.11,-0.27,4.3,1.5,0.0,i,0.2,-2.2,1039,-0.01,1213
COc1cc(-c2nnc(-c3ccccc3)o2)cc(OC)c1OC,1.1,8%,11,716,i,42,-0.83,-0.28,-0.41,1.1,2.9,2.2,7.3,i,0.5,-0.3,1187,x,x
N#Cc1cc2ccccc2nc1N,1,-6%,21,621,i,41,-0.062,-0.14,0.63,-0.19,4.0,2.6,6.0,i,0.8,-1.9,858,1.2,1601
CCc1ccc2[nH]c(=O)c(CN(CCN3CCCC3)C(=O)NC3CCCCC3)cc2c1,1.1,1%,x,x,i,61,-1.1,-0.28,-0.44,1,3.9,3.2,6.6,i,1.1,0.3,1155,-1.5,889
O=C(c1cccs1)N(Cc1ccco1)C1CCS(=O)(=O)C1 (stereo not drawn),1.1,2%,x,x,i,36,-0.86,-0.22,-0.35,0.95,1.3,1.7,8.9,i,0.4,-2.5,965,0.4,1161
CCOC(=O)c1[nH]c(C)c(C(=O)NC2CCN(C(=O)OCC)CC2)c1C,1,-11%,x,x,i,36,-0.83,-0.19,-0.41,0.66,5.4,3.5,9.1,i,1.1,-1.8,1411,-0.82,1224

# The list goes on; it opens with the 2 that closed the last part.
SMILES,TNAP activators,human PMI inhibition,Hep lipid drop,Hep lipid drop cells 6.5 µM,T cell HTS,T cell HTS vesicle-bound %,Dynein transport,Dynein transport cytoplasmic EGFP,Dynein transport nuclear GR-EGFP,Dynein transport cell count,MT stabilize HCS,MT stabilize HCS Hoechst-high %,MT stabilize HCS cytotoxicity %,Myeloid diff 2,Myeloid diff 2 GFP+ MAC1+ %,bCat nuc transl,bCat nuc transl cell count 5 µM,Ins promoter up,Ins promoter up cell count
O=C(c1cccs1)N(Cc1ccco1)C1CCS(=O)(=O)C1 (stereo not drawn),1.1,2%,x,x,i,36,-0.86,-0.22,-0.35,0.95,1.3,1.7,8.9,i,0.4,-2.5,965,0.4,1161
CCOC(=O)c1[nH]c(C)c(C(=O)NC2CCN(C(=O)OCC)CC2)c1C,1,-11%,x,x,i,36,-0.83,-0.19,-0.41,0.66,5.4,3.5,9.1,i,1.1,-1.8,1411,-0.82,1224
COc1ccc(NC(=S)N/N=C2\CC(C)(C)Oc3ccc(OC)cc32)cc1,1,7%,6,718,i,46,0.46,-0.24,0.79,-0.9,2.6,2.1,4.4,i,0.3,-2.0,1126,0,1482
O=C(CN1CCC(NC(=O)Nc2ccccc2-c2ccccc2)CC1)NCc1ccco1,1.1,3%,9,639,i,10,-0.89,-0.29,0.21,0.15,1.5,2.6,6.3,i,1.4,0.4,1093,-0.02,1223
O=C(Nc1ccccc1N1CCN(C(=O)c2ccccc2)CC1)c1ccc2c(c1)OCO2,1,2%,x,x,i,12,-0.21,-0.078,0.008,1.1,2.9,5.0,11,i,1.6,0.6,1396,-1.1,1041
O=C(NC1CCCCCCC1)C1CCN(S(=O)(=O)N2CCC3(CC2)OCCO3)CC1,1,-10%,x,x,i,25,-0.38,-0.19,-0.15,0.79,1.8,2.3,6.0,i,8.7,-1.6,1382,-0.19,1610
O=C(Nc1nc2ccc(S(=O)(=O)N3CCOCC3)cc2s1)c1cccs1,1,5%,-4,674,i,64,0.05,-0.21,0.095,0.38,2.1,2.0,6.0,i,0.3,-0.3,1232,0.69,1493
CCOC(=O)c1cccnc1NC(=O)c1ccccc1,1.1,0%,-5,708,i,32,-1.4,0.18,-0.98,1.4,1.9,3.7,6.8,i,0.0,2.2,496,-0.18,1115
O=C(Cn1cccc1C(=O)c1ccccc1)NCc1ccc2c(c1)OCO2,1,6%,x,x,i,48,-0.42,-0.22,-0.055,-0.34,3.3,1.1,8.1,i,1.3,4.4,1415,-1.2,836
CCCCOc1ccc(C(=O)Nc2ccc3c(c2)OCO3)cc1,1,-18%,0,650,i,24,-0.31,-0.34,-0.16,-0.13,2.7,1.7,1.8,i,0.0,0.7,946,0.25,1529
Cc1cc(C)c(OCCN2C(=O)NC(C)(C)C2=O)c(Cl)c1,1,7%,x,x,i,60,-0.46,1.8,0.14,0.94,3.9,2.3,5.9,i,0.6,x,x,1.7,931
Cc1nn(C)c(Cl)c1CN1CCCC(CO)(Cc2ccccc2)C1 (stereo not drawn),1.1,13%,-2,731,i,7,0.25,-0.098,-0.054,-1.6,4.0,2.4,7.3,i,1.3,-2.8,994,-0.25,1510

# Compound activity from PubChem BioAssay.
